# Luc counter – counter-screen: inhibitors of Kinase-Glo firefly luciferase. Q27757. Kinase-Glo luciferase, ATP luminescence, 8 min. Potency, µM (doses to about 38.3 µM), for inactives: at the top dose activity change, negative = inhibition, actives largely listed as inhibitors. actives 0.28% (n = 200,000). AID 1379; note: potency is the fitted concentration of half-maximal effect; % is set by controls: 0 for no effect and ±100 for the full control effect; nearly all actives have a fitted effect of over 60% in size
#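 Substrate mix (final 50 mM imidazole pH 7.2, 50 mM KCl, 7 mM MgCl2, 10 uM ATP, 0.01% Tween 20, 0.05% BSA) plus pin-tool compound, then Kinase-Glo detection mix; 8 min ambient, luminescence read.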
# IMPase Li cell – membrane-permeable IMPase blocker, potentiated with lithium; CHO-M1 cells, IP1 TR-FRET (IP-One), carbachol + lithium; Potency, µM (series often up to 59.4 µM), inactives show at the highest dose activity, negative = IMPase inhibition, usual class: inhibitors; actives 0.35% (n = 210,000);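 note: IP1 builds up when IMPase is blocked and the TR-FRET signal falls; potency is the fitted concentration of half-maximal effect; plate controls were basal vehicle for no effect and high inhibitor control for full effect; nearly all actives have a fitted effect of over 50% in size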
#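 CHO cells stably expressing M1 receptor (2000/well, cultured 16–30 h) treated 30 min at 37C with compound plus low lithium. Cytosolic IP1 by TR-FRET (665/620 ratio and 620 channel) after 10 min lysis; AC50 by Hill fit.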
# HTT cytoprotect – protects HTT-Q103 PC12 cells, measured by ATP; PC12 HTT-Q103 induced, cytoprotection, ATP luminescence, 40 h; Potency, µM (series often up to 56.4 µM), for inactives: cytoprotection (ATP increase), most hits filed as activators; actives 0.14% (n = 230,000);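 note: potency is the fitted concentration of half-maximal effect; % of control where 0% means no effect; nearly all actives have a fitted effect of over 45% in size; toxic huntingtin expression switched on by the ecdysone agonist tebufenozide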
#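 Huntington model: PC12 line, ecdysone-inducible HTTQ103 exon1–GFP, tebufenozide 100 nM. Test articles in a dose series. Endpoint luminescence from cellular ATP.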
# SMN2 splice up – enhancers of SMN2 splice variant expression; Potency, µM (titrated, usually from 46.1 µM), inactives show at the top dose activity change, positive = activation, actives largely listed as activators; actives 2.8% (n = 210,000); AID 1458; HEK293 SMN2-luciferase splicing reporter, luminescence, 30-36 h; note: potency is the fitted concentration of half-maximal effect; % of control where 0% means no effect; nearly all actives have a fitted effect of over 55% in size
#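 qHTS luciferase splicing reporter: luminescence rises when SMN2 exon 7 is included in transfected HEK293 cells. Compound exposure lasted 30-36 h at 37C, with 4.5 mM final sodium butyrate as control, followed by a ONE-Glo read.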
# CBFb RUNX1 block – inhibitors of human CBF-beta and RUNX1 interaction. AlphaScreen CBFb-His/RUNX1-biotin binding, biochemical. Potency, µM (top dose mostly 59.8 µM), for the others: top-dose activity, negative = inhibition, usual class: inhibitors. 230,000 tested, under 10 active. AID 1477; note: % of control where 0% means no effect
# Target sequence (Q01196 whole entry, looked up): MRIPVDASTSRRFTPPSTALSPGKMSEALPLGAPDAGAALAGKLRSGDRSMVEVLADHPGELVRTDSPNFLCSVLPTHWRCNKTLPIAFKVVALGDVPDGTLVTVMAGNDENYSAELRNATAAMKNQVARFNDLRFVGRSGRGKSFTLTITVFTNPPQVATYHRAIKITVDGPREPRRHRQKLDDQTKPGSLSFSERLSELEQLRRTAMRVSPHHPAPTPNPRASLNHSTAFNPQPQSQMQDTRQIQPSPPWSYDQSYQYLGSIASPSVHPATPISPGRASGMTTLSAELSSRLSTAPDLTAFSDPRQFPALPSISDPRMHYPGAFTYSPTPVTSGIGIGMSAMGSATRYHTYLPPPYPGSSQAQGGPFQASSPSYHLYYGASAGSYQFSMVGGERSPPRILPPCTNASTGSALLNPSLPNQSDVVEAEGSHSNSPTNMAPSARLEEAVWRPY
# Target sequence (Q13951 whole entry, looked up): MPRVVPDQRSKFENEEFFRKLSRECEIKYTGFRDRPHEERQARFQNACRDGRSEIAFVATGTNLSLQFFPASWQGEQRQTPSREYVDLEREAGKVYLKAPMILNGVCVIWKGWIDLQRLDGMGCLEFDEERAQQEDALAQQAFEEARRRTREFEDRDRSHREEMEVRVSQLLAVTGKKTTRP
#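 Read-out: AlphaScreen. Format: His-CBF-beta with biotinylated RUNX1 (30 nM each) preincubated 20 min, compound 15 min, Ni-chelate plus streptavidin beads 90 min; room temperature throughout.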
# Lamin A splicing – changes lamin A minigene splicing in HeLa cells; HeLa LMNA splicing GFP/RFP minigene ratio, 48 h; actives 0.01% (n = 200,000); Potency, µM (titrated, usually from 46.1 µM), without a hit: top-dose ratio change, negative = inhibition, actives largely listed as inhibitors; active = well fitted inhibition curve with a large enough effect in the signal ratio, with a control signal flat, not every such curve was filed as active; inconclusive = small, poorly fitted or top-dose-only effect, or effect the other way, or a change in a side signal; the % refers to the signal ratio; note: potency is the fitted concentration of half-maximal effect; % is set by controls: 0 for no effect and ±100 for the full control effect
#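 S3 HeLa cells stably expressing lamin A-EGFP splicing minigene plus DsRed2, 600 cells/well, 48 h compound exposure at 37C. Laser-scanning cytometry; analysed as GFP (500-530 nm)/RFP (575-640 nm) total intensity ratio; 0.5% DMSO vehicle.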
# HTT aggregate – reduces HttQ103-GFP aggregates in PC12 cells; actives 1.1% (n = 220,000); PC12 HttQ103-GFP aggregates, Acumen cytometry, 40 h; Potency, µM (series often up to 46.1 µM), inactives show top-dose activity change, negative = inhibition, most hits filed as inhibitors; note: potency is the fitted concentration of half-maximal effect; % is set by controls: 0 for no effect and ±100 for the full control effect; nearly all actives have a fitted effect of over 60% in size
#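 Quantitative HTS on tebufenozide-induced (100 nM) PC12 cells stably expressing polyQ103 Huntingtin exon 1–GFP. Reduction of bright GFP aggregates, detected by laser scanning cytometry after lysis, identified actives across the titration.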
# Starred values were filed as active, the others as inactive; u = inconclusive; x = not tested or not shown; [ ] = remark or other dose. Unless noted, calls come from the whole dose curve; as a rule, active = well fitted curve in the direction sought with a large enough effect; inconclusive = small, poorly fitted or top-dose-only effect, or another doubt; inactive = no such curve, though single readings can be large; an effect the other way counts as inactive or inconclusive.
SMILES,Luc counter,IMPase Li cell,HTT cytoprotect,SMN2 splice up,CBFb RUNX1 block,Lamin A splicing,HTT aggregate
COc1ccc2cnn(CCOc3cc(C)ccc3C(C)C)c(=O)c2c1OC,4%,6%,x,-26%,15%,u,9%
Cc1nnsc1-c1c(C(=O)Oc2ccccc2)c(C)nn1-c1ccccc1,x,x,-6%[10 µM],x,13%,x,-11%[9.22 µM]
C/C(=N/OCC(=O)NCCCCCCNC(=O)CO/N=C(/C)c1cccs1)c1cccs1,-3%,17%,7%[10 µM],u,-12%,u,-6%
C/C(=N\N1C(=O)c2ccccc2NC1c1ccccc1)c1ccccc1O (stereo not given),-2%,14%,x,2.8µM*,-4%,u,x
Cc1ccc(NC(=O)C2CC(=O)N(Cc3ccccc3)C2)cc1S(=O)(=O)N1CCCCCC1 (stereo not given),x,x,19%[10 µM],x,-5%,u,-13%
O=c1c(N2CCCCC2)coc2ccccc12,-7%,21%[38.3 µM],-16%,x,-5%,-3%,-7%
c1ccc2c(-c3c[nH]c4ccccc34)c3ccccc3nc2c1,6%,21%[38.3 µM],-55%[inhibitor],-42%[inhibitor],20%,u,-22%
COC(=O)c1sc(NC(=O)c2oc3ccccc3c2C)nc1C,1%,21%[38.3 µM],-1%,7.1µM*,4%,-3%,1%
CNC(=O)NC(=O)C(C)N1CCN(C/C=C/c2ccccc2)CC1 (stereo not given),6%,3%,-33%[inhibitor],14%,-15%,x,3%
CCNC(=O)NC(=O)C(C)OC(=O)c1oc2ccc(OCC)cc2c1C (stereo not given),-6%,-17%[38.3 µM],-1%,-1%,-3%,2%,1%
O=C1C2CC(O)CN2C(=O)N1c1ccccc1 (stereo not given),1%,-1%,-4%[10 µM],-7%,7%,x,1%
COc1ccc(N(C(=O)Nc2ccc(Cl)cc2)C2=NCCC2)cc1,-4%,47%[activator][38.3 µM],-4%,x,0%,10%,u
Cc1ccc2c(c1)c1ncn(CCC3=CCCCC3)c(=O)c1n2C,-8%,10%[38.3 µM],-10%[0.074 µM],-24%,23%,5%,-4%
COc1cccc(/C=C2/SC(=O)N(C)C2=O)c1OCc1ccc(C(=O)O)cc1,4%,2%,0%[10 µM],x,11%,x,3%[9.22 µM]
CC(C)CN1CCC2(CC1)CCN(C(=O)c1ccncc1)CC2,0%,18%,10%,0%,x,x,x
COc1ncc2nc(-c3cc(F)cc(F)c3)c(=O)n(C[C@H]3CCCO3)c2n1,2%,2%,u,8%,x,x,x
O=C(Cc1coc2ccc3ccccc3c12)N1CCc2ccccc21,-2%,-6%[38.3 µM],7%,-26%,-3%,u,21%
NC(=O)c1ccccc1N/C=C/C(=O)c1cccs1,u,0%,-37%[10 µM],7.1µM*,-15%,-5%,-2%
O=C(O)CC/C(=C\c1ccc(N2CCCC2)c([N+](=O)[O-])c1)c1nc2ccccc2s1,2%,0%,34%[10 µM],-2%,u,-19%[46 µM],3%[9.22 µM]
N=c1n(CCN2CCCCC2)c2ccccc2n1CC(=O)c1ccc(Cl)c(Cl)c1,x,x,15%[10 µM],x,10%,x,25%[9.22 µM]
Cc1cc(Cl)c(S(=O)(=O)Nc2cccc(O)c2)cc1OCC(N)=O,-4%,-2%,20%[10 µM],4µM*,-4%,-20%,1%
Cc1cc(C)nc(-n2nc(C)cc2NC(=O)CNC(C)c2ccccc2)n1 (stereo not given),-3%,10%[38.3 µM],-1%,-1%,2%,7%,-8%
O=C(Oc1c(Cl)cc(Cl)c2cccnc12)c1ccco1,-4%,41%[activator][38.3 µM],-60%[inhibitor],-38%[inhibitor],-17%,u,u
Cc1cc(NCCCN2CCOCC2)n2c(nc3ccccc32)c1C#N,-2%,13%[38.3 µM],-35%,2%,5%,-11%,-3%
CSC1=NNC(c2ccc(C(C)(C)C)cc2)=NN1,x,x,-14%[10 µM],x,3%,x,7%[9.22 µM]
CCN(CC)CCOC(=O)CCc1cccc2ccccc12,-1%,7%,13%[10 µM],13%,10%,-8%,20%
CCC1CCCCN1S(=O)(=O)c1ccc(S(=O)(=O)N(Cc2cccs2)C2CC2)cc1 (stereo not given),0%,18%[38.3 µM],2%[10 µM],-58%[inhibitor],23%,u,-24%
NN/C(=C\[N+](=O)[O-])Nc1ccc(Cl)cc1,6%,13%,u,18%,-12%,u,0%[9.22 µM]
O=C(/C=C/c1ccc2c(c1)OCO2)c1ccc(F)cc1,-13%,3%,x,2%,-3%[2.36 µM],0%,-8%
Cc1cccc(N2CCN(C(=O)Cc3cn(C)c4ccccc34)CC2)c1C,11%,44%[activator][38.3 µM],-1%,-56%[inhibitor],-8%,-14%,u
O=[N+]([O-])c1cccc(-c2cn3ccccc3n2)c1,-5%,4%,-3%[10 µM],x,4%,14%[46 µM],-15%[9.22 µM]
O=C(N/N=C/c1cn[nH]c1-c1ccc(Cl)cc1)c1ccc([N+](=O)[O-])cc1,-1%,14%,7%[10 µM],-32%,10%,x,5%[9.22 µM]
CC[N+](C)(CC)CCN1C(=O)c2ccccc2S1(=O)=O,-3%[7.66 µM],-9%,0%[10 µM],-6%[9.22 µM],x,x,x
Cc1[nH]c2ccccc2c1/C=N/NC(=O)CCC(=O)NCc1ccccc1,-3%,-3%,-22%[10 µM],x,2%,7%[46 µM],-7%[9.22 µM]
COC(=O)c1cc(OC)c(OC)cc1NC(=S)N1CCCC(CO)C1 (stereo not given),-8%,16%[38.3 µM],-2%,16%,1%,0%,4%
Cc1c(N/N=C(\C#N)C(=O)c2ccccc2)c(=O)n(-c2ccccc2)n1C,-1%,6%,-9%[1.9 µM],-67%[inhibitor],-1%,u,-14%
COc1ccc(S(=O)(=O)NNC(N)=S)cc1,0%,0%,-43%,1%,-1%,17%[46 µM],11%
CCCCn1c(N)c(N2CCOCC2)c(=O)n(CC(=O)NCCc2ccccc2)c1=O,-3%,8%,-32%[inhibitor],49%,1%,x,14%
CCCNC(=O)Nc1ccccc1C(=O)Nc1ccc(OC)cc1,0%,-2%,-17%[0.074 µM],3%,5%,-11%,-4%
COC(=O)N/N=C/c1c(C)cc(C)cc1C,-4%,-3%,x,-2%,-1%,6%,-10%
COc1ccc2c(c1)CCc1cnc(N)nc1-2,0%,-3%,-50%[inhibitor],x,4%,x,u
Cc1ccccc1CNC(=O)Cc1ccccc1[N+](=O)[O-],-1%,3%,-1%[10 µM],14µM*,4%,0%,-8%
CC(/C=C/c1ccc2c(c1)OCO2)=N/NC(=O)c1cccnc1,-2%,5%,10%[10 µM],u,15%,-7%,-1%
O=C(COC(=O)C1(c2ccccc2F)CCCC1)N1CCN(C(=O)c2ccco2)CC1,-1%,17%[38.3 µM],0%[10 µM],-10%,3%,-1%,1%
O=c1c(-c2ccc(Cl)cc2)[n+]([O-])c2ccccc2n1OCc1ccccn1,1%,-3%[38.3 µM],-23%,-8%,3%,11%,-6%
O=C(O)CNC(=O)c1ccc(S(=O)(=O)N2CCOCC2)cc1,-1%,0%[38.3 µM],-6%,-6%,-1%,9%,-2%[9.22 µM]
Cc1ccc(-n2nnnc2SCC(=O)c2cc(C)n(CC3CCCO3)c2C)cc1 (stereo not given),1%,9%[38.3 µM],-26%,-28%,-1%,8%,-6%
CN1CCN(c2ncc3nc(-c4cccs4)c(=O)n(CCc4ccccc4)c3n2)CC1,x,7%,7%,x,x,7%,x
Cc1ccccc1OCC(=O)OCC(=O)Nc1ccc(N2CCOCC2)cc1,1%,-3%,4%,16%,-8%,u,-4%
CCOC(=O)CN(Cc1ccc(OC)c(OC)c1)S(=O)(=O)c1ccc(OC)cc1,2%,35%[activator][38.3 µM],-3%,-3%,0%,22%,16%[9.22 µM]
# The list goes on:
SMILES,Luc counter,IMPase Li cell,HTT cytoprotect,SMN2 splice up,CBFb RUNX1 block,Lamin A splicing,HTT aggregate
CCc1ccc(OCC(=O)N(C)C2CCS(=O)(=O)C2)cc1 (stereo not given),-4%,18%[38.3 µM],16%,1%,28%,9%,u
O=C(COC(=O)c1cc(-c2ccccc2Cl)nc2ccccc12)Nc1ncc(C(F)(F)F)cc1Cl,0%,10µM*,-1%[10 µM],18%,u,-9%,-14%
COc1ccccc1NS(=O)(=O)c1ccc(O)c(C(=O)OCc2cccc([N+](=O)[O-])c2)c1,-1%,13%,-5%,5%,-10%,-17%[46 µM],-5%
CC(/C=C/C=C/c1ccccc1)=N/NC(=O)CNc1ccccc1C,2%,-5%,x,16%,7%,-15%,-1%
C[N+](C)([O-])Cc1cc(-c2ccccc2)ccc1O,0%[7.66 µM],-9%,14%[10 µM],-13%[9.22 µM],x,x,x
CCOC(=O)C(=CNc1ccc(Cl)cn1)C(=O)OCC,x,x,-2%[10 µM],x,2%,x,14%[9.22 µM]
O=C(CC12CC3CC(CC(C3)C1)C2)NC(=S)NCc1ccccc1,x,x,-8%[10 µM],x,10%,-8%,16%
O=C1C2C(C(=O)N1/N=C/c1cc(Br)cc([N+](=O)[O-])c1O)C1C=CC2C12CC2 (stereo not given),0%,-6%,12%[10 µM],-9%,-6%,u,u
Cc1ccc(NC(=O)COc2ccccc2C(=O)Nc2ccccc2)cc1Cl,0%,10%,9%[10 µM],-9%[1.84 µM],0%,-13%,u
Cn1c(/C(C#N)=C/C2CC=CCC2)nc2ccccc21 (stereo not given),2%,12%,2%[10 µM],-2%,4%,-16%,4%

# Marked active in IMPase Li cell, of those listed so far:
Compound,IMPase Li cell,SMN2 splice up,CBFb RUNX1 block,Lamin A splicing,HTT aggregate
O=C(COC(=O)c1cc(-c2ccccc2Cl)nc2ccccc12)Nc1ncc(C(F)(F)F)cc1Cl,10µM*,18%,u,-9%,-14%

# Grouped by structure: the compounds so far with an NH in an aromatic ring
SMILES,Luc counter,IMPase Li cell,HTT cytoprotect,SMN2 splice up,CBFb RUNX1 block,Lamin A splicing,HTT aggregate
c1ccc2c(-c3c[nH]c4ccccc34)c3ccccc3nc2c1,6%,21%[38.3 µM],-55%[inhibitor],-42%[inhibitor],20%,u,-22%
O=C(N/N=C/c1cn[nH]c1-c1ccc(Cl)cc1)c1ccc([N+](=O)[O-])cc1,-1%,14%,7%[10 µM],-32%,10%,x,5%[9.22 µM]
Cc1[nH]c2ccccc2c1/C=N/NC(=O)CCC(=O)NCc1ccccc1,-3%,-3%,-22%[10 µM],x,2%,7%[46 µM],-7%[9.22 µM]
